Screening results as filed in PubChem.
proKLK7 act: proKLK7 zymogen activators, primary screen, biochemical, fluorescence intensity | Kallikrein-7 (Homo sapiens), P49862 | purified proKLK7, EDANS-DABCYL substrate fluorescence; 100% is mature enzyme control, 0% vehicle | activation, % at 7 µM | 0.9% of 370,000 active;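 active = activation above the mean of all tested compounds plus 3 SD, computed per campaign excluding outliers beyond control limits, cut at about 13% in these data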
TCR-CD3 inh: inhibitors of human TCR-CD3 interaction, primary screen, biochemical, fluorescence, TAMRA-labeled TCR probe. T-cell receptor (TCR). inhibition, % at 9.4 µM. 0.37% of 360,000 active. AID 651800, 2012; in the data active = inhibition above about 19%;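 note: recombinant mutant TCR 2C K166C tagged with TAMRA read by polarization; 0% = receptor in buffer alone and 100% = receptor with positive control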
MBD2 inh: inhibitors of MBD2 binding to methylated DNA, primary screen, biochemical, TR-FRET, DNA-binding domain, human; Methyl-CpG-binding domain protein 2 (Homo sapiens), Q9UBB5; 0.31% of 370,000 active; MBD2 binding to methylated oligonucleotide; AID 686964, 2013; inhibition, % at 4.4 µM; in the data active = inhibition above about 13%
SIAE primary: human SIAE inhibitors, primary screen, biochemical, fluorescence polarization, FP-Rh probe, 1536-well HTS | Sialate O-acetylesterase (Homo sapiens), Q9HAT2 | 0.69% of 370,000 active | inhibition, % at 9.66 µM | SIAE FP-Rh probe binding;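 active = inhibition above a cutoff: mean of compounds within the control limits plus 3 SD of those, cut at about 17% in these data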;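 note: 0% = plate median of compound wells and 100% = probe without SIAE protein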
Target sequence (Q9HAT2 whole entry, looked up): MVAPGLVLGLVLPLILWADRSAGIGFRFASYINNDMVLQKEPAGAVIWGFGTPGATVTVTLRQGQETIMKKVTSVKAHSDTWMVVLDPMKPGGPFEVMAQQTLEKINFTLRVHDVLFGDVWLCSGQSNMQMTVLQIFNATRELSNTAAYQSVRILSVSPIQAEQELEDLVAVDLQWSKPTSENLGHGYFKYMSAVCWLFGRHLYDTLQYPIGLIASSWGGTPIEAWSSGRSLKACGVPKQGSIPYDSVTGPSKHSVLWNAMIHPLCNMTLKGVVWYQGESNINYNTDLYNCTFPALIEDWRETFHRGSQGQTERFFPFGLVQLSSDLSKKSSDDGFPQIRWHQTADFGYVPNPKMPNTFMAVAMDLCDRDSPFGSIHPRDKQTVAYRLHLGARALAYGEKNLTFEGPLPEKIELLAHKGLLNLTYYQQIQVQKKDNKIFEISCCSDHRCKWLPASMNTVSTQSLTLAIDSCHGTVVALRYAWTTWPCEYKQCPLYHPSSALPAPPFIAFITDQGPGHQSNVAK
LEDGF integ inh: blockers of LEDGF/p75-dependent integrase strand transfer – biochemical, TR-FRET, high throughput, primary screen | HIV-1 integrase (with human LEDGF/p75) | TR-FRET IN-LEDGF/p75 DNA integration, Eu/Cy5 | inhibition, % at 3.7 µM | 0.64% of 370,000 active;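 active = inhibition above the screen-wide mean plus 3 SD, cut at about 13% in these data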;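 note: signal is the Cy5 over europium emission ratio at 671 and 618 nm; 0% = plate median of compound wells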
UHRF1 MBD2 ctr: UHRF1 methylated DNA binding inhibitors, primary screen, counter-screen for MBD2 inhibitor project, biochemical, TR-FRET, human UHRF1, single concentration. E3 ubiquitin-protein ligase UHRF1 (Homo sapiens), Q96T88. UHRF1 binding to methylated oligo. inhibition, % at 4.4 µM. 0.75% of 370,000 active. AID 687016, 2013; in the data active = inhibition above about 21%;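 note: UHRF1 SRA domain binding a hemimethylated CpG hairpin DNA probe; 0% = median of test compound wells and 100% = reference inhibitor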
PRMT1 FP inh: PRMT1 methyltransferase inhibitors, primary screen, biochemical, fluorescence polarization. inhibition, % at 2.79 µM. Protein arginine N-methyltransferase 1 (Homo sapiens), Q99873. recombinant PRMT1, activity-based probe fluorescence polarization. 1.3% of 370,000 active;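 active = inhibition above about 21% made by adding two undisclosed values, limit read from the data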
Target sequence (Q99873 whole entry, looked up): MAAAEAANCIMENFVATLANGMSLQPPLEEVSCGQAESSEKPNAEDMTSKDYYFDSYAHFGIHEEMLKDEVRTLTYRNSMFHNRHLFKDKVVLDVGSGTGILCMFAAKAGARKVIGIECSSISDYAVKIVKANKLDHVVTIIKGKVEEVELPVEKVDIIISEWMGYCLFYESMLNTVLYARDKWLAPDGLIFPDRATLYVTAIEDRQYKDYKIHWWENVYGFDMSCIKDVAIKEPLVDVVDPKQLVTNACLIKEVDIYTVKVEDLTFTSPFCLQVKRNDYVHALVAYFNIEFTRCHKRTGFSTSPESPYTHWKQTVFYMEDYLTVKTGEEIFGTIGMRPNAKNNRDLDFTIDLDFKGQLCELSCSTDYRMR
DDE Tn7 FP inh: inhibitors of Tn7 peptide binding to fibrin DD(E), primary screen, biochemical, fluorescence polarization, human fibrin, Tn7 probe | FP displacement of FITC-Tn7 peptide from fibrin DD(E); 0% = median of compound wells per plate | 0.13% of 370,000 active | Fibrinogen beta chain (Homo sapiens), P02675 | inhibition, % at 8.3 µM;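 active = inhibition above the mean of compounds falling within the control limits plus 3 SD of them, cut at about 14% in these data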;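 note: 0% = plate median of compound wells and 100% = 10 µM Aha-Tn7 peptide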
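Assay system: Fibrin-DD(E) protein isolated from polymerized human fibrin clots; read-out basis: percent inhibition; medium: Tris/NaCl/CaCl2 buffer, pH 7.8; signal: FP measurement; incubation: 10 min plus 3 h, room temperature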
DDE Tn6 FP inh: inhibitors of Tn6 peptide binding to fibrin DD(E), primary screen, biochemical, fluorescence polarization, human fibrin, Tn6 probe | Fibrinogen beta chain (Homo sapiens), P02675 | inhibition, % at 8.3 µM | Fibrin DD(E) TRITC-Tn6 fluorescence polarization displacement | AID 720509, 2013 | 0.21% of 370,000 active;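 active = inhibition above a per-campaign cutoff: mean of compounds within control limits plus 3 SD, cut at about 15% in these data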;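 note: 0% = median of all compound wells on the plate and 100% = blocking peptide control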
TDP2 inh: human TDP2 enzyme inhibitors, primary screen, biochemical, epi absorbance, recombinant enzyme | Tyrosyl-DNA phosphodiesterase 2 (Homo sapiens), O95551 | T5PNP hydrolysis, p-nitrophenol absorbance 415 nm | inhibition, % at 12.8 µM | 0.34% of 370,000 active | AID 720702, 2013;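 active = inhibition above the mean of all tested compounds plus 3 SD, set per campaign, cut at about 25% in these data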;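 note: 0% = DMSO with enzyme and 100% = buffer with substrate but no TDP2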
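test system = human TDP2 enzyme | input = TDP2 enzyme at 120 nM final | medium = 50 mM Tris-HCl pH 7.5 with Mg2+, KCl, DTT, BSA | also added = T5PNP substrate, 5 mM | times = 2 h at 37 °C | technique = epi absorbance | benchmarks = high control without enzyme, low control DMSO plus TDP2 | replication = each compound tested once, singlicate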
Active calls of the source: *; nt = no result given; & = joins results of further samples. Rows were taken by chance, and some 4.6% of all compounds hit somewhere here.

Values run as follows: SIAE primary	UHRF1 MBD2 ctr	MBD2 inh	DDE Tn6 FP inh	TCR-CD3 inh	DDE Tn7 FP inh	proKLK7 act	TDP2 inh	LEDGF integ inh	PRMT1 FP inh
COc1ccc(OC)c(N(CC(=O)N2CCN(c3cc(Cl)ccc3C)CC2)S(C)(=O)=O)c1
 : -4	1	7	0	-5	2	0.6	4	0	0
COc1ccc(NC(=O)c2cc(-c3ccccn3)nc3ccccc23)c(OC)c1
 : -7	-2	-5	-6	5	10	0.8	-4	0	-6
Oc1ccccc1C1=Nc2ccccc2N=C(c2cccs2)C1
 : -8	-2	4	-2	1	2	-252	8	-3	-1
Cc1cccc(/C=C/c2ccccc2)n1
 : 1	1	-3	4	1	1	0.4	-9	-1	1
Cc1ccc(CNc2nc3cc(-c4ccccc4)sc3c(=O)n2C)c(C)c1
 : -8	5	-4	0	-2	4	0.0	-20	8	-8
COc1ccc(-c2nc(-c3ccc4c(c3)OCO4)[nH]c2-c2ccc(OC)cc2)cc1
 : 19*	-3	2	3	4	-10	-7.9	6	2	-1
Cn1ccc2cc(-c3csc(N4CCC(C(N)=O)CC4)n3)ccc21
 : -4	-5	4	-1	1	-4	-0.9	8	0	6
Cc1ccnc(N2CCC(C(=O)Nc3cccc(C(F)(F)F)c3)CC2)n1
 : 8	2	3	-10	0	0	0.7	-11	4	1
C/C(=N\NC(=O)c1cc2c(s1)CCC(C)C2)c1ccncc1 (configuration not stated)
 : 1	5	-1	-8	0	-3	0.2	-4	-2	3
CC1(C(=O)Nc2ccc3c(c2)OCO3)CCN1Cc1cccc2c1OCO2 (configuration not stated)
 : -1	-2	-1	-3	-2	7	-0.2	3	-1	3
Cc1ccc(NC2CCCCC2NS(=O)(=O)c2ccccc2)c(C)c1 (configuration not stated)
 : -4	0	-3	1	9	1	-0.3	0	-2	1
CC1C(=O)N(Cc2cn(CC3CCCCC3)nn2)CCS(=O)(=O)N1Cc1ccc(-c2cccc(N(C)C)c2)cc1 (configuration not stated)
 : -2	13	-1	-1	5	-8	0.2	4	5	-1
CCOC(=O)C1=CCN(S(=O)(=O)c2ccc(Br)cc2)C1c1ccc(F)cc1 (configuration not stated)
 : 1	0	3	1	-3	9	-0.2	11	-4	0
COc1ccc(NC(=O)N(C)C[C@H]2Oc3ccc(NC(=O)CCN4CCOCC4)cc3C(=O)N([C@H](C)CO)C[C@@H]2C)cc1
 : 6	-3	-2	-1	5	0	0.2	2	-1	-3
CCCCNC(=O)c1nn(-c2ccccc2OC)c(=O)c2ccccc12
 : 0	1	0	5	-2	3	0.1	2	-3	1

Carrying on:
Values run as follows: SIAE primary	UHRF1 MBD2 ctr	MBD2 inh	DDE Tn6 FP inh	TCR-CD3 inh	DDE Tn7 FP inh	proKLK7 act	TDP2 inh	LEDGF integ inh	PRMT1 FP inh
CCN1C(=O)C(C(=O)Nc2ccc(OC)cc2)C2CC1(C)Oc1ccccc12 (configuration not stated)
 : -4	-2	-2	10	-2	-2	0.2	-6	0	-5
CCCN(CCC)c1ccc(C(O)c2nnc(-c3ccccc3)o2)cc1 (configuration not stated)
 : 3	-1	-2	7	1	2	-0.2	4	2	-1
CCOCCOC(=O)C1=C(C)N(C)C(=O)NC1c1cc(Cl)c(O)c(OC)c1 (configuration not stated)
 : 8	6	2	4	-8	1	-0.7	7	-4	2
CC(=O)CCc1oc2c([N+](=O)[O-])cccc2c1-c1ccc(C)o1
 : 3	-1	0	5	-4	-2	-0.7	-4	-4	8
Cc1oc(-c2ccccc2Cl)nc1CN1CCCN(C(=O)c2ccco2)CC1
 : -4	1	0	-8	0	6	0.3	1	4	0
O=C(NC1CCCCN(Cc2ccc(Cl)cc2)C1=O)C1C2CC3CC(C2)CC1C3 (configuration not stated)
 : 5	2	1	3	nt	3	0.4	12	0	2
CC(C)(C)n1nc2c(c1NC(=O)COc1ccc3ccccc3c1)CS(=O)C2 (configuration not stated)
 : 0	-1	-2	-2	-3	-11	-0.4	-3	4	-2
O=C(Nc1ccc(OC(F)(F)F)cc1)c1ccc(S(=O)(=O)N2CCOCC2)o1
 : 4	1	5	-2	4	-4	-0.2	2	2	5
CCOc1cc(C(=O)Nc2c(C)ccc3nsnc23)cc(OCC)c1OCC
 : -3	0	-1	-5	-2	2	-20	-4	0	2
CCOC(=O)c1c(NC(=S)NC(C)=O)sc(C)c1C
 : -1	-7	3	1	5	7	-0.6	15	-2	-1
CC(=O)N1CCC(c2nc3ccccc3n2C(C)C(=O)NCc2ccccc2)CC1 (configuration not stated)
 : -2	10	1	-4	0	-3	0.7	-4	3	2
CC(=O)CC(=O)NC1CCc2ccccc21 (configuration not stated)
 : 7	0	-1	-5	3	4	-0.4	1	-3	-4
N#CC12CCCCC1CC1CCCCC1(C#N)N2Cc1ccccn1 (configuration not stated)
 : 5	-1	4	4	0	-1	-0.5	0	-3	-1
CC(C)(C)C(=O)CNCC(=O)C(C)(C)C
 : 2	-2	-4	-1	4	6	0.0	1	-1	0
Cc1ccc(-c2csc(-c3c[nH]c4ccccc34)n2)cc1
 : 2	-1	-1	0	8	-2	0.0	-3	1	-2

(further entries)
Values run as follows: SIAE primary	UHRF1 MBD2 ctr	MBD2 inh	DDE Tn6 FP inh	TCR-CD3 inh	DDE Tn7 FP inh	proKLK7 act	TDP2 inh	LEDGF integ inh	PRMT1 FP inh
CC(c1ccccc1)n1cc(C(=O)N2CCCC2)nn1 (configuration not stated)
 : -2	1	-4	0	nt	-2	-0.4	-1	-1	0
COc1ccc(N2CCN(CCCNC(=O)C(=O)c3c[nH]c4ccccc34)CC2)cc1
 : -9	4	-4	-6	2	-7	0.5	-24	0	-3
CC(=O)OCC1=C(C(=O)O)N2C(=O)C(NC(=O)CC(C)c3ccccc3)C2SC1 (configuration not stated)
 : 5	-2	1	14	-5	1	0.1	0	-4	22*
c1cncc(Nc2nc(-c3ccncc3)cs2)c1
 : 6	-5	-3	3	2	-8	0.5	2	-1	0
CC1CN(C(=O)c2cc3ccccc3cc2O)CC(C)O1 (configuration not stated)
 : 6	1	-4	1	-6	-2	-19	-1	1	6
Cn1cnnc1SCc1ccc(-c2ccc(Br)cc2)o1
 : 3	-2	-8	0	-2	4	-1.2	-1	-3	30*
COC(=O)C(NC(C)=O)(Nc1nc2ccc(S(C)(=O)=O)cc2s1)C(F)(F)F (configuration not stated)
 : -1	1	0	-3	6	3	1.0	-11	-3	1
CN(Cc1ccccc1)C(=O)CCS(=O)(=O)c1ccc2c(c1)n(C)c(=O)c(=O)n2C
 : 5	6	-1	-5	-2	6	1.7	-7	-2	4
CCN(CC)CCN(C(=O)c1ccc2c(c1)CCCC2)c1nc2c(C)cccc2s1
 : -1	-2	1	2	0	-2	0.0	-1	0	0
CCOc1ccc(C(=O)CCC(=O)NN2CCCCC2)cc1
 : -3	3	1	-2	-8	-6	-0.7	1	-2	-1
Cc1cc2nc(C(F)(F)F)[nH]c(=O)n2n1
 : 0	2	5	-7	0	-7	-0.3	4	-3	1
CC(C)(C)c1cccc(/C=N/O)c1O
 : 15	-1	3	-6	-5	1	-0.6	-6	-1	3
CCc1cc(=O)oc2cc(C)cc(OCC(=O)NCc3cccnc3)c12
 : -5	-2	3	9	2	0	5.2	8	-1	-1
C/C=C/c1cnc2c(c1)C(=O)N([C@@H](C)CO)C[C@H](C)[C@@H](CN(C)S(=O)(=O)c1ccc(C)cc1)O2
 : 7	-2	-4	5	9	0	0.1	-7	-2	-2
CCOc1ccc(Br)cc1C(=O)N/N=C/c1ccccn1
 : -6	-2	2	4	-1	-3	0.3	5	-3	1

(more compounds)
Values run as follows: SIAE primary	UHRF1 MBD2 ctr	MBD2 inh	DDE Tn6 FP inh	TCR-CD3 inh	DDE Tn7 FP inh	proKLK7 act	TDP2 inh	LEDGF integ inh	PRMT1 FP inh
COc1ccc(-c2nc(N)n(C(=O)Cc3ccccc3)n2)cc1
 : 7	-2	-2	5	2	3	-0.2	4	-1	-1
Cc1cn(-c2cc(C(=O)Nc3ccc(C)c(NC(=O)N4CCNC4=O)c3)cc(C(F)(F)F)c2)cn1
 : -20&-24	1&4	8&1	5&3	0&-6	-3&2	-0.4&-1.2	9&15	0&1	9&2
Cc1cc(C)c(S(=O)(=O)c2ccccc2)c(N2CCOCC2)n1
 : 0	-1	-2	-5	10	-3	-0.1	15	0	0
COc1ccc(OC)c(S(=O)(=O)NCc2cc(-c3ccccc3)no2)c1
 : -3	0	0	3	3	4	0.1	2	-1	1
O=C(CCN1CCCO1)N1CCCC(N2CCN(c3cccc(C(F)(F)F)c3)CC2)C1 (configuration not stated)
 : 0	1	-6	-1	11	5	0.2	-1	1	-7
COc1ccc(C(c2nnnn2Cc2ccc(F)cc2)N2CCN(c3ccccc3)CC2)cc1 (configuration not stated)
 : 12	-3	-4	-1	-6	3	0.3	0	0	-2
CN(C)c1ccc(C(=O)NCC2CCCO2)cc1 (configuration not stated)
 : 7	-3	-5	6	6	8	-1.0	2	-1	1
COc1ccc(Cn2cc([N+](=O)[O-])nc2C)cc1[N+](=O)[O-]
 : -6	7	4	-2	0	-2	0.4	-1	-2	4
Cc1c(C(=O)NCc2ccccn2)sc2nc(-c3ccccc3)cn12
 : -1	-1	-2	-1	2	-7	-0.5	-2	2	0
COc1ccc(NC2CCCN(C(=O)c3cccnc3SC)C2)cc1OC (configuration not stated)
 : 6	-2	-4	0	-5	0	-0.5	12	1	3
COC(=O)c1ccc(NC(=S)N2CCN(Cc3ccc(Cl)cc3)CC2)cc1
 : -4	-4	1	-2	-2	-3	0.1	2	-2	0
COc1ccc(CNC(=O)COc2ccc(C(=O)c3ccc(F)cc3)cc2)cc1
 : 2	-1	2	-4	2	1	1.2	12	0	-4
CN(C)C(=O)C#Cc1ccccc1
 : -1	2	2	0	-1	1	-0.4	6	-4	1
Cc1ccccc1CNC(=O)C1CCCN(c2cnccn2)C1 (configuration not stated)
 : 2	-1	-4	4	3	2	-0.4	-1	0	0
Cc1ccccc1-c1nc(CN(C)C(C)c2ccon2)c(C)o1 (configuration not stated)
 : -3	4	-3	3	2	-7	-0.8	-4	-7	4
Cc1sc2nc(SCC(=O)N3CCOCC3)[nH]c(=O)c2c1-c1ccccc1
 : -4	-1	-4	-8	-2	0	-1.0	8	2	2
